# From PubChem
# KDM5B inhibitor: Primary screen for KDM5B Histone Demethylases FDH-coupled qHTS | Lysine-specific demethylase 5B (Homo sapiens), Q9UGL1 | KDM5B demethylase, FDH-coupled NADH fluorescence (FDH is formaldehyde dehydrogenase) | Potency, µM (titrated, usually from 57.7 µM), inactives show at the top dose activity change, negative = inhibition, usual class: inhibitors | actives 2.6% (n = 220,000); active means well fitted inhibition curve with a large enough effect; inconclusive means small, poorly fitted or top-dose-only effect; inactive means no such curve, though single readings can be large or run the other way; further: 0% is about no effect; nearly all actives have a fitted effect of over 70% in size
# Target sequence (Q9UGL1 whole entry, looked up): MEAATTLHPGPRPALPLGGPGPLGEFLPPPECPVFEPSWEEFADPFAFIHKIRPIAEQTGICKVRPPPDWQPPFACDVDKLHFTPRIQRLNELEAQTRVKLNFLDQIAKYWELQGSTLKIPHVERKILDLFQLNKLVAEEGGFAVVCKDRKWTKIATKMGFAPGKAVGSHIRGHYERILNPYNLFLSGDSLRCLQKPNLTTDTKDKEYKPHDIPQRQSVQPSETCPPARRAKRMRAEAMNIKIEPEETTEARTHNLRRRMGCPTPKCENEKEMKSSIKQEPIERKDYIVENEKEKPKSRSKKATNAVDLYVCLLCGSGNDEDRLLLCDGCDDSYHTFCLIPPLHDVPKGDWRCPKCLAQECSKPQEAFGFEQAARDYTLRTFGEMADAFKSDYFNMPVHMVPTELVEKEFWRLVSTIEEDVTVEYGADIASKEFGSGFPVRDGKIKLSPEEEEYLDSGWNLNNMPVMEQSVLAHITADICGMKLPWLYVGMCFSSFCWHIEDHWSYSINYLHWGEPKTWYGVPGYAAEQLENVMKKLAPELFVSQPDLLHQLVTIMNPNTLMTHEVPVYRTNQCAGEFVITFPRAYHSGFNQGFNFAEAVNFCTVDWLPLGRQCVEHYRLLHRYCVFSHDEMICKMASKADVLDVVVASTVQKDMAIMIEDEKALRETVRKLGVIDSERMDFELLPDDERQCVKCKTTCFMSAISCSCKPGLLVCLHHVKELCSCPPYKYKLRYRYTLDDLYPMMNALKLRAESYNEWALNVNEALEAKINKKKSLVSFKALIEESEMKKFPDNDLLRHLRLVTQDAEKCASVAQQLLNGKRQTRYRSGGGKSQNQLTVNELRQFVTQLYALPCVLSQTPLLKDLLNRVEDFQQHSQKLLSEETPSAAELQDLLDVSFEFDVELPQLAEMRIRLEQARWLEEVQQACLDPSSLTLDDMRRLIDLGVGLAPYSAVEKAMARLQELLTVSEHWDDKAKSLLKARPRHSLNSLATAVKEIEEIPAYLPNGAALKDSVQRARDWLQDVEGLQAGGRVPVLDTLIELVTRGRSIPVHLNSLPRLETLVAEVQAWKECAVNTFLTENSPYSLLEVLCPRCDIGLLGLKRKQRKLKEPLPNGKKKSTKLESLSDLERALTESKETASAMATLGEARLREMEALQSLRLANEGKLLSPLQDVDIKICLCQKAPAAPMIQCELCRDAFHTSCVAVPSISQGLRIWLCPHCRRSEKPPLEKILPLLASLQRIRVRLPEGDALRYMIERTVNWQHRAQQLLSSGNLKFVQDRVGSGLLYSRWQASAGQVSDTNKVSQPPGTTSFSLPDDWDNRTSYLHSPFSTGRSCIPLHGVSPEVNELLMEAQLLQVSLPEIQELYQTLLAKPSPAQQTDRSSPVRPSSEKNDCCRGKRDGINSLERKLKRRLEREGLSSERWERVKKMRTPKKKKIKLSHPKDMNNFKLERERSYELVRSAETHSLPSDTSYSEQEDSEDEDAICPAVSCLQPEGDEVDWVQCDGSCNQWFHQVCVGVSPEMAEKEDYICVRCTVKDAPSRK
#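 qHTS format, multiple compound concentrations. Buffer 50 mM HEPES pH 7.5/0.01% Tween-20; 200 nM KDM5BΔAP final; 10 min compound preincubation; substrate-mix levels 12.5 µM peptide, 25 µM α-KG, 0.25 mM NAD⁺; 30 min RT; ΔRFU.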
# The depositor's hits bear a star; ? = inconclusive; [ ] = remark or other dose. Potency means the concentration at half of the fitted maximal effect. A portion of the library. The share of hits here may be higher or lower than overall.
SMILES,KDM5B inhibitor
O=[N+]([O-])c1ccc(NS(=O)(=O)c2ccc(I)s2)c([N+](=O)[O-])c1,-17%
COc1cc2cc(C(=O)Nc3ccc4c(c3)OCCO4)[nH]c2cc1OC,-23%
CCc1ccc(NS(=O)(=O)c2ccc(NC(=O)N3CCCC3)cc2)cc1,5%[11.5 µM]
COc1ccc(C(=O)Nc2ccc(C3(C)CC=NO3)cc2)cc1 (stereo not given),26%
CCC(CC)CN1CC2(CCN(C(=O)CCc3nncn3C)CC2)OC1=O,0%
CC(=O)NC(C)c1nc2ccccc2n1Cc1ccccc1Cl (stereo not given),-20%
Cc1noc(C)c1CC(=O)N(C)C1CCc2nn(CC3CC3)c(=O)n2CC1 (stereo not given),-11%
Cc1ccc(S(=O)(=O)CCC(=O)c2ccc(F)cc2)cc1,?
CC1CCN(S(=O)(=O)c2ccc3c(c2)N(CC(=O)NCCCN2CCCCC2)C(=O)CS3)CC1,-2%
COc1cccc(NC(=O)Nc2cccc(-c3ccc(N4CCOCC4)nn3)c2)c1,-26%
CCC(C)C(=O)NCc1ccc(COC(C)C)cc1 (stereo not given),3%
CCOc1ccccc1C1NC(=O)N(CC(=O)Nc2cc(F)ccc2F)C2=C1C(=O)OC2 (stereo not given),20%
Cc1ccc(S(=O)(=O)NC(=O)Nc2ccc(F)c(F)c2)cc1,?
O=C(Cc1ccc(Cl)cc1)NNC(=O)C1CCCCC1,0%
Cc1nc(-c2c3n(c(=O)n(CC(=O)Nc4cccc(C(C)C)c4)c2=O)CCCCC3)no1,34%[activator]
CC(=O)c1ccc(C(=O)N(Cc2cccs2)Cc2cccs2)s1,-24%
Cc1ccc(OCC(O)CNCc2ccccc2)cc1C (stereo not given),37%[activator]
Cn1nnnc1SCCNCc1ccc(OCc2ccccc2Cl)cc1,-23%
COc1cccc(-c2csc(-c3nc(-c4ccc(C)cc4C)cs3)n2)c1,-35%
C=CCNC(=O)N[C@H]1CCN(C(=O)CC(C)(C)C)[C@@H]1C(=O)N[C@@H](Cc1cccs1)C(N)=O,-8%

# 4 entries from above, as labelled records.
CC(=O)NC(C)c1nc2ccccc2n1Cc1ccccc1Cl (stereo not given)
  KDM5B inhibitor = -20%

O=[N+]([O-])c1ccc(NS(=O)(=O)c2ccc(I)s2)c([N+](=O)[O-])c1
  KDM5B inhibitor = -17%

CC(=O)c1ccc(C(=O)N(Cc2cccs2)Cc2cccs2)s1
  KDM5B inhibitor = -24%

C=CCNC(=O)N[C@H]1CCN(C(=O)CC(C)(C)C)[C@@H]1C(=O)N[C@@H](Cc1cccs1)C(N)=O
  KDM5B inhibitor = -8%

# New compounds follow
SMILES,KDM5B inhibitor
CN1C(=O)C(CC(=O)NCc2cccs2)Sc2ncccc21 (stereo not given),?
N#Cc1ccc(C(=O)N[C@@H](Cc2ccccc2)C(=O)N2CCCOCCNC(=O)CC2)cc1,-25%
Cc1ccccc1NC(=O)c1sc2nc3c(cc2c1N)CN(Cc1ccccc1)CC3,?
CN[C@H]1C[C@H]2c3[nH]c4c(-c5ccc6c(c5)OCO6)cccc4c3CCN2C[C@H]1[C@H](C)O,?
COc1ccc(-c2cnc3[nH]cc(CC(=O)NCCc4ccccn4)c3c2)cc1,35µM*
CCCOc1ccc(CN2CCCC(COc3ccccc3C(=O)NC3CC3)C2)cc1 (stereo not given),3%
CN1CCN(c2ncnc3c2cnn3-c2cccc(Cl)c2)CC1,-18%
Cc1ccccc1NC(=O)/C(C#N)=C\c1cc(C)n(-c2ccc(C(=O)O)cc2)c1C,-1%
O=C(NCc1cccn1Cc1ccccc1)Nc1cccc(C(F)(F)F)c1,-30%
O=C(Nc1cccnc1)[C@H]1CN(Cc2ccccc2)C[C@H]1C(=O)O,-1%
CN(Cc1nc2ccccc2s1)c1ncc(C(F)(F)F)cc1Cl,-15%
CC1(C(=O)OCC(=O)c2ccc3ccccc3c2)CC1(Cl)Cl (stereo not given),-19%
COc1cc(NC(=O)c2cc(S(=O)(=O)N3CCCCC3)c[nH]2)cc(OC)c1OC,-12%
O=C(Nc1ccc2c(c1)CCC2)c1cc(Cl)ccc1Cl,-6%
Cc1ccc(-c2noc(-c3cccc(Cl)c3)n2)cc1,9%
CCOCCCNC(=O)N1CCC(c2noc(-c3cnccn3)n2)C1 (stereo not given),16%
Cc1cc(C)c2c(CC(=O)Nc3cc(C(F)(F)F)ccc3Cl)coc2c1,11%
Cc1c(C(=O)OCc2ccccc2)[nH]c2c1C(=O)CC(c1ccc(N(C)C)cc1)C2 (stereo not given),-22%
CN(C(=O)c1ccc2c(c1)NC(=O)CS2)c1ccccc1,26%
O=S(=O)(Nc1nc2ccccc2nc1NCC1CCCO1)c1cc(Cl)ccc1Cl (stereo not given),?
COc1ccccc1-c1nnc(SCC(=O)N2CCN(C(C)=O)CC2)n1N,-13%
CCCNC(=S)NC(C)C12CC3CC(CC(C3)C1)C2 (stereo not given),16%
Cc1ccc2c(c1)c(=O)c(S(=O)(=O)c1ccc(C)c(C)c1)cn2CC(=O)Nc1ccccc1,-26%
CCOC(=O)N1CCN(c2ncc3c(n2)CC(/C=C/c2ccccc2)CC3=O)CC1 (stereo not given),-3%
COc1cccc(CN2CCC(C(Cc3ccccc3F)N(C)C(=O)c3cccs3)CC2)c1O (stereo not given),-29%
COc1ccc(Nc2cc(C)nc(Nc3ccc(NC(=O)C(C)(C)C)cc3)n2)cc1,-7%
Cc1ccc(C)c(S(=O)(=O)N2CCN(Cc3cccc4cccnc34)CC2)c1,-24%
O=C(c1nccc2ccccc12)N1CCC2(CC1)NCCc1c2[nH]c2ccccc12,-5%
CC(=O)Nc1ccc2nnc(-c3ccc(C(=O)N4CCCCCC4)cc3)n2c1,14µM*
Cc1cc(C)cc(OC(=O)/C=C/c2nc3ccccc3s2)c1,-22%
Cc1csc(NC(=O)c2sccc2-c2ccccc2)n1,-12%
COC(=O)[C@H](CC(C)C)N(Cc1cn(CC2CCCCC2)nn1)S(=O)(=O)c1ccc(F)cc1Br,?
COCCOc1ccc2c(n1)CCN(C(=O)c1cc(C)nn1C)C2,-7%
COc1cccc(CN2CCCC3(CCN(C(=O)c4ccc(OC)nc4OC)C3)C2)c1 (stereo not given),-18%
O=C(O)c1ccnc(-c2ccnc(NCC(O)c3ccccc3Cl)n2)c1 (stereo not given),?
CCc1cccc(CC)c1NC(=O)CCn1cnc2c1c(=O)n(C)c(=O)n2C,19%
CC(=O)c1ccccc1NCC(=O)Nc1ccc(C#N)cc1,-8%
CCOC(=O)N/N=C\c1ccc(OC/C=C/c2ccccc2)cc1,7%
O=C(CN1c2cccc3cccc(c23)S1(=O)=O)Nc1ccc(S(=O)(=O)N2CCCC2)cc1,?
CCOc1ccccc1NC(=O)c1ccc(CN2CCCC2=O)cc1,21%

# Grouped by structure, the compounds so far with an aryl thioether with sulfur outside any ring.
SMILES,KDM5B inhibitor
Cn1nnnc1SCCNCc1ccc(OCc2ccccc2Cl)cc1,-23%
COc1ccccc1-c1nnc(SCC(=O)N2CCN(C(C)=O)CC2)n1N,-13%

# Next section.
SMILES,KDM5B inhibitor
O=C(NCC1CCN(c2cc(-c3ccc(F)cc3)[nH]n2)CC1)c1c[nH]c2ccccc12,?
CCCc1cc(C(=O)Nc2ccc(Br)cc2)no1,9%
CCCCNc1oc(/C=C/c2ccc(OC)c(OC)c2)nc1C#N,?
CC(O)CSc1nc2c(c(=O)n(C)c(=O)n2C)n1Cc1ccc(Cl)cc1 (stereo not given),18%
Cc1cnc(CC2CCCN(Cc3ccc(C#N)cc3)C2)n1C(C)C (stereo not given),?
CN1Cc2ncnc(N3CCN(c4ncccn4)CC3)c2CN(c2ccccc2)C1=O,-11%
O=C(CC12CC3CC(CC(Br)(C3)C1)C2)OC(C(=O)c1c[nH]c2ccccc12)c1ccccc1 (stereo not given),-15%
O=C(NC1CCSc2ccccc21)c1cccc(OC(F)F)c1 (stereo not given),7%
O=C(c1ccoc1)N1CCC2(CCN(Cc3ccccn3)CC2)C(CO)C1 (stereo not given),11%
CCOC(=O)c1cc(S(=O)(=O)N2CCN(c3ccc(C(C)=O)cc3)CC2)[nH]n1,-15%
Cc1cccc(CC(=O)N2[C@@H]3CC[C@H]2CC(NC(=O)c2ccc(F)cc2)C3)c1 (stereo not given in full),-8%
CCCN(C(=O)Cc1nc(-c2ccc(OC)cc2)no1)c1ccccc1C,?
CCCc1nn2c(=O)cc(COC(=O)c3cccc(NC(=O)c4cccs4)c3)nc2s1,?
CCOC(=O)C1=CN(c2ccc(F)cc2)C=C(C(=O)OCC)C1c1cccc(F)c1,-50%
CCCCCCCOc1cccc(N)c1,?
CCCC1COCCN1C(=O)c1cccc(CC2CCNCC2)c1 (stereo not given),-3%
CCc1noc(-c2cn(C3CCCN(C(=O)c4cccc(Cl)c4)C3)nn2)n1 (stereo not given),33%[activator]
COc1cc(NC(=O)COc2ccc3c(C)c(C)c(=O)oc3c2C)cc(OC)c1OC,4%
NS(=O)(=O)c1ccc(CCNC(=O)CCCCCn2c(=O)[nH]c3ccccc3c2=O)cc1,-12%
O=C(Nc1ccccc1O)c1cc(-c2ccccc2)nc2ccccc12,-1%
COc1cc(/C=C/C(=O)OCCOc2ccc(Br)cc2)ccc1O,?
Cn1nccc1C(=O)N1CCC(N2C(=O)C3(CCCCC3)C2c2ccccc2)CC1 (stereo not given),16%
COc1ccc(/C=N\NC(=O)c2ccccc2F)cc1COc1ccc(F)cc1F,?
COc1ccc(-c2nnc(SCCS(=O)(=O)c3ccc(Br)cc3)o2)cc1,11%
C[C@@]1(c2ccccc2)CCCCN1C(=O)c1cnc2c(c1)N([S+](=O)([O-])c1cccnc1)CCC2,-12%
COc1cccc(-n2c(SCC(=O)N3CCCc4ccccc43)nc3c([nH]c4ccccc43)c2=O)c1,-13%
CC(NC(=O)C(C)(C)C)C(=O)N1CCN(c2ccccn2)CC1 (stereo not given),28µM*
Cc1nc(-c2nc3ccccc3s2)cs1,?
CCC(C)NC(=O)Cn1cccc1-c1nc(-c2ccc(OC)c(F)c2)no1 (stereo not given),-17%
COCc1nc(C2CCN(C(=O)NCC(=O)OC)C2)no1 (stereo not given),-9%
Cc1c(NC(=O)c2ccco2)cccc1C(=O)N1CCn2nc(C(=O)O)cc2C1,?
Cc1ccc(C(=O)N2C[C@H](c3nc(-c4ccccc4)no3)[C@@H](C)C2)cn1,-2%
Cn1c(=O)c2c(ncn2Cc2c(F)cccc2Cl)n(C)c1=O,12%
Cc1cc(C(=O)N2CC[C@H](NC(=O)c3cnccn3)C[C@H]2C(=O)N[C@H](Cc2ccccc2)C(N)=O)n(C)n1,1%
CC1=C[C@@H](CNC(=O)CC2(CC(=O)O)CCCC2)[C@H](C(C)C)C[C@H]1Cc1nc2ccccc2[nH]1,3%
Cc1cn(C)c(CC(=O)Nc2cccc(Cl)c2C)c1C(=O)O,2%
CCCNC(=O)c1ccc2c(c1)N=C(CCC)c1ccccc1S2,-3%
CC(=O)c1ccc(S(=O)(=O)NCCCC(=O)O)cc1,19%
CCOC(=O)c1oc2c(c1C)-c1nn(Cc3c(F)cccc3Cl)cc1CC2,-12%
COc1ccc(C(=O)Nc2cc(-c3nc4ccccc4o3)ccc2OC)cc1Cl,2%
Cc1ncc2c(c1CNC(=O)c1ccccc1F)CCN(C(=O)Cc1ccc(F)c(F)c1)C2,2%
CN(C)c1cccc(-c2cc(C(=O)NCCc3ccccn3)c3c(c2)ncn3C)c1,?
O=C(Cc1ccccc1Cl)NC1CCN(c2cc(-c3cccs3)[nH]n2)C1 (stereo not given),?
CCc1ccc(/C=N/NC(=O)c2cccs2)cc1,22%
Cn1ccnc1C(=O)N1CCCN(S(=O)(=O)c2ccccc2)CCC(=O)NCC1,-15%
Cc1ccc(CNc2nc3ccccc3n3cnnc23)cc1,-6%
CC(C)c1ccccc1NC(=O)CN(c1ccccc1)S(=O)(=O)N(C)C,-22%
CSc1nnc(C(C)(C)C)c(=O)n1/N=C/c1ccc(C(C)C)cc1,12%
CC(C)CCN1CC(Oc2cccc(C(=O)N3CCOCC3)c2)C1,1%
Cc1ccccc1[S+](=O)([O-])N1CCC2(CC1)OCCN(Cc1ccccc1)C2=O,8%[86.2 µM]
CCN(CC)CCNC(=O)c1cn(CC)c2ccc(S(=O)(=O)N3CCc4ccccc4C3)cc2c1=O,-28%
N#Cc1c(NC(=O)CS(=O)(=O)c2ccc(Cl)cc2)sc2c1CCCCC2,?
Cc1ccc(CN(C(=O)COc2ccc(Cl)cc2Cl)C2CCS(=O)(=O)C2)o1 (stereo not given),?
Cc1ccc(-c2nc(-c3nnn4c3COC(c3ccccc3Cl)C4)no2)s1 (stereo not given),132%[activator]
Cc1cccc(NC(=O)N2C[C@@H](F)C[C@H]2C(=O)N2CCCCC2)c1C,22%
O=S(=O)(c1ccccc1)n1nc(-c2ccc(Cl)cc2)nc1NCc1ccc(F)cc1,-13%
